SENP8 block = human SENP8 protease inhibitors, primary screen, biochemical, fluorescence, Nedd8 protein substrate, uHTS; AID 602440, 2012; inhibition, % at 20 µM; 360,000 compounds, 0.64% hits; Sentrin-specific protease 8 (Homo sapiens), Q96LD8; recombinant SENP8; in the data active = inhibition mostly above about 40%, no sharp cut-off; inactive = mostly below about 27%
ATG4B inh = ATG4B protease inhibitors, primary screen, biochemical, fluorescence, uHTS | 340,000 compounds, 0.51% hits | AID 504462, 2011 | ATG4B cleavage of LC3-PLA2, NBD-HPC fluorescence, 1 h | inhibition, % at 8.33 µM | Cysteine protease ATG4B (Homo sapiens), Q9Y4P1; in the data active = inhibition above about 40%
Target sequence (Q9Y4P1 whole entry, looked up): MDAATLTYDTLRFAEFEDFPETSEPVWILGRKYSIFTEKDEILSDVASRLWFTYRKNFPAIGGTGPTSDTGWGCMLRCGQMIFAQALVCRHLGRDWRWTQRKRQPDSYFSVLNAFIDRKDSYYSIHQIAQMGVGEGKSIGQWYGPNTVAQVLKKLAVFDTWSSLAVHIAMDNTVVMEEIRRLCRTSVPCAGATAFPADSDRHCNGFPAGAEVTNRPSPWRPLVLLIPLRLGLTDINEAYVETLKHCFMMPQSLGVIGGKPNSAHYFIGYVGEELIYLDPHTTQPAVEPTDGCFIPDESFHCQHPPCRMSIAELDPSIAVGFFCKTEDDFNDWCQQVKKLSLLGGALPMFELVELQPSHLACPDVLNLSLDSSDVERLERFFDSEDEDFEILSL
SENP1 inh = human SENP1 catalytic domain inhibitors, primary screen, biochemical, FRET, uHTS. recombinant SENP1 catalytic domain, CyPet-SUMO1-YPet FRET cleavage. AID 624204, 2012. 360,000 compounds, 0.21% hits. inhibition, % at 10 µM. Sentrin-specific protease 1 (Homo sapiens), Q9P0U3;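 active = inhibition at least 30% at 10 µM, raw YFP signal under a set limit, fluorescence ratio 0.5 to 1.5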;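 also: 0% = enzyme with DMSO and 100% = no enzyme wells; some results filed as inactive read as strong as hits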
Target sequence (Q9P0U3 419-644 limits assumed): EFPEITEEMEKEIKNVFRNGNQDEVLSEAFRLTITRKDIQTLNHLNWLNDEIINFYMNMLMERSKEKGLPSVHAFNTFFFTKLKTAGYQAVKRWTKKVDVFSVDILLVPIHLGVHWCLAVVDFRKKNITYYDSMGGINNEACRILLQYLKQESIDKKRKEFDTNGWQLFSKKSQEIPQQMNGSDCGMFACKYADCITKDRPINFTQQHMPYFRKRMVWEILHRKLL
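Material – human SENP1 catalytic domain · Input – SENP1 enzyme, 20 pM final · Compound dosing – single concentration of 10 µM compound, 0.5% DMSO final · Timing – enzyme reaction for 50 min at room temperature, dark · Measured by – FRET fluorescence in CFP and YFP emission channels · Control set – no-enzyme wells low, DMSO-plus-enzyme wells high control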
MPTP block = mitochondrial permeability transition pore inhibitors, primary screen, biochemical, isolated mouse mitochondria, absorbance. Ca2+ swelling absorbance, 30 min. inhibition, % at 10 µM. 360,000 compounds, 1.4% hits. AID 602449, 2012;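 active = inhibition of 50% or more, scaled per plate between neutral and stimulator controls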;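 also: 0% = DMSO wells given calcium and 100% = 1 mM EGTA wells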
PfG6PD inh = PfG6PD enzyme inhibitors, primary screen, biochemical, fluorescence intensity, uHTS; PfGluPho enzyme, NADPH resazurin-diaphorase fluorescence; inhibition, % at 20 µM; 350,000 compounds, 0.78% hits;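 active = inhibition reaching at least a set limit at 20 µM in the primary screen, cut at about 59% in these data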;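 also: 0% = DMSO wells with substrate and 100% = DMSO wells lacking glucose-6-phosphate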
hIAP act = human IAP activators, primary screen, biochemical, luminescence, uHTS | purified human IAP, CDP-Star luminescence, 30 min; stronger effect = higher value; 1 = vehicle-only enzyme, 0 = enzyme-free background | 330,000 compounds, 0.16% hits | activation factor at 10 µM | Intestinal-type alkaline phosphatase (Homo sapiens), P09923;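 active = activation factor of the enzyme at least 2-fold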; also: the source names both 10 and 20 µM as test concentration; values of inactives mirror those of a sister screen read the other way
SENP6 inh = SENP6 protease inhibitors, primary screen, biochemical, luminescence, uHTS; Sentrin-specific protease 6 (Homo sapiens), Q9GZR1; Recombinant SENP6 catalytic domain, aminoluciferin luminescence; inhibition, % at 10 µM; 330,000 compounds, 1.8% hits;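 active = inhibition above about 50% at the single tested dose, limit read from the data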;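 also: plate controls were DMSO wells with enzyme for no effect and DMSO wells lacking enzyme for full effect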
Target sequence (Q9GZR1 628-1112 limits assumed): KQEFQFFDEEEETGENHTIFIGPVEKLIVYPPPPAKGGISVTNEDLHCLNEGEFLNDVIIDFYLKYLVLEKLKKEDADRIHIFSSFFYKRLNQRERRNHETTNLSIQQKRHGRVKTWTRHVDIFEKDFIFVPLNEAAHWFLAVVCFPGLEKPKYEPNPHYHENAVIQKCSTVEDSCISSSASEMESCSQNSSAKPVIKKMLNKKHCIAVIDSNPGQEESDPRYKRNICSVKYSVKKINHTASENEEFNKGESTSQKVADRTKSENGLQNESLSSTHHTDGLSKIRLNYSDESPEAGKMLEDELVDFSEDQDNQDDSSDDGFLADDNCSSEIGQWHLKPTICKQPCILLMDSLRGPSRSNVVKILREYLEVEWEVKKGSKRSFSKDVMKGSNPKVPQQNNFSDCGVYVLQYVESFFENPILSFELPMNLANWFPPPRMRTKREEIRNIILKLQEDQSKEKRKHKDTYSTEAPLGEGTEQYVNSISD
NR3A LBD binder = binders of NR3A ligand-binding domain, primary screen, biophysical, differential scanning fluorimetry, uHTS; Tm shift relative to glycine control, % at 25 µM; AID 1259313, 2017; Glutamate receptor ionotropic, NMDA 3A (GRIN3A) ligand-binding domain; NR3A LBD differential scanning fluorimetry, Tm shift; 0% = protein alone, 100% = glycine-bound protein; 340,000 compounds, 2.5% hits;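 active = melting temperature shift of at least 10% of the positive control shift, at one fixed dose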
Active calls of the source: *; . = no result given. No enrichment for hits; about 6.7% have a hit in one of these screens.

#	SMILES	SENP8 block	ATG4B inh	SENP1 inh	MPTP block	PfG6PD inh	hIAP act	SENP6 inh	NR3A LBD binder
1	Cc1ccc(-n2nc3c(c2NC(=O)c2cccs2)CS(=O)(=O)C3)cc1	10	-2	1	0.1	-5	0.98	-15	-1
2	O=C(COC(=O)CC1SC(N2CCCC2)=NC1=O)Nc1c(F)c(F)c(F)c(F)c1F (stereo not drawn)	2	-10	-1	-0.2	-14	0.98	-17	0
3	CN(C)S(=O)(=O)c1cccc(NC(=O)c2ccncc2)c1	6	-4	1	0.9	-5	1.2	-4	-3
4	CC(CSc1n[nH]c(=S)s1)c1ccccc1 (stereo not drawn)	9	6	1	-0.2	36	.	.	-1
5	O=C(CNC(=O)c1ccc(F)cc1)N/N=C/c1cc(Br)ccc1OCc1ccccc1	6	-3	-1	5.2	33	1	-20	2
6	c1ccc2ncc(-n3cnnn3)cc2c1	10	-1	2	0.1	-18	1.1	-2	-2
7	Cc1ccc2c(CC(=O)NCc3ccco3)coc2c1C	14	9	-4	-0.1	-1	0.82	-17	-1
8	N#C/C(=C\c1c[nH]c2ccccc12)C(=O)NC1CCCC1	-20	-5	-12	1.5	17	1	-13	-2
9	NC(=O)c1c(NC(=O)CSc2nnc(Cc3ccccc3)n2Cc2ccco2)sc2c1CCC2	-18	12	-5	-0.7	13	0.96	8	0
10	CCOc1ccc(C)cc1S(=O)(=O)n1ccc(C)n1	20	-1	-1	-2.9	-1	1.1	-8	-3
11	O=[N+]([O-])c1cc([N+](=O)[O-])c2c(=Nc3ccccc3)n(-c3ccccc3)n(O)c2c1	20	-8	-3	5.0	47	0.84	18	2
12	Cc1cccc(/C=C2/Sc3ccc(C(=O)N4CCOCC4)cc3NC2=O)c1	-27	25	-5	0.1	-4	1.1	-6	-1
13	c1ccc(Oc2cc(-n3cccn3)ncn2)cc1	5	-5	0	-1.2	-2	1.1	54*	4
14	Cc1cnc(NC(=O)C2CC=CCC2)s1 (stereo not drawn)	7	-3	-1	0.2	-2	1.1	-44	1
15	Cn1ncc(C#N)c1NC(=O)C1CC(c2ccc(Cl)cc2)=NO1 (stereo not drawn)	22	9	2	-0.5	-14	1	-9	0

Taken from above:
cpd 1 | SENP1 inh = 1
cpd 8 | SENP8 block = -20
cpd 7 | PfG6PD inh = -1
cpd 5 | hIAP act = 1

(further entries)
#	SMILES	SENP8 block	ATG4B inh	SENP1 inh	MPTP block	PfG6PD inh	hIAP act	SENP6 inh	NR3A LBD binder
16	Cc1nn(-c2ccccc2)c(N)c1C1(O)C(=O)Nc2ccc([N+](=O)[O-])cc21 (stereo not drawn)	16	-3	2	-0.8	-1	1	-7	-2
17	CCCn1c(SCC(=O)O)nc2ccccc21	15	7	3	3.9	6	0.99	17	0
18	COc1cccc2sc3cc(NCC[C@@H]4CCCN4C)ccc3c(=O)c12	-485	-4	-29	4.7	12	0.9	37	0
19	CC(=O)N1C(=O)C2(C(C#N)=C(N)Oc3c2c(C)nn3-c2ccccc2)c2ccccc21 (stereo not drawn)	20	-19	-2	1.7	-4	0.92	-9	-7
20	O=C(COC(=O)c1cccc([N+](=O)[O-])c1)c1ccc(OCc2ccccc2)cc1	2	-1	1	1.4	2	0.84	-1	-1
21	Cn1cc(S(=O)(=O)NCc2ccc(Cl)cc2)c(=O)n(C)c1=O	22	4	1	0.8	-1	1	-15	2
22	Cc1ccc(C(C)C)c(OCc2ccc(C(=O)N/N=C/c3ccc(O)c(O)c3)cc2)c1	-57	0	2	42	-4	1.2	21	34*
23	COc1ccc(OC)c(NC(=O)c2cc3ccccc3cc2OC)c1	8	-16	0	1.4	9	0.98	-22	-8
24	CCN(CC)CCNC(=O)C1(O)c2cc(Br)ccc2NC(=O)N1c1cccc(OC)c1 (stereo not drawn)	10	4	0	-0.7	-1	1	2	0
25	COc1ccc(N/C=C2\C(=O)c3c(sc(C)c3C)N(C)S2(=O)=O)cc1	-106	8	-38	4.8	-10	0.86	-1	2
26	COCC(C)NC(=O)NC1(C(F)(F)F)Oc2ccc(Cl)cc2O1 (stereo not drawn)	20	1	2	2.3	-18	1	3	-1
27	Cc1ccc(C(=O)N2CCC(C(=O)Nc3cccc([N+](=O)[O-])c3)CC2)cc1	-3	-2	2	1.8	0	0.92	-1	-1
28	CCc1ccc(NC(=O)COC(=O)CN2C(=O)COc3ccccc32)cc1	9	-13	1	-0.6	6	0.94	-5	1
29	O=C(Nc1ccccn1)C1CCN(S(=O)(=O)c2cccc3nonc23)CC1	9	-5	4	0.3	-8	1	-8	-1
30	N#Cc1cc2c(nc1SCc1ccncc1)CCC2	-159	-15	-30	-1.1	46	1.1	-14	0

Of the compounds above, three contain a Cl atom.
#	SMILES	SENP8 block	ATG4B inh	SENP1 inh	MPTP block	PfG6PD inh	hIAP act	SENP6 inh	NR3A LBD binder
15	Cn1ncc(C#N)c1NC(=O)C1CC(c2ccc(Cl)cc2)=NO1 (stereo not drawn)	22	9	2	-0.5	-14	1	-9	0
21	Cn1cc(S(=O)(=O)NCc2ccc(Cl)cc2)c(=O)n(C)c1=O	22	4	1	0.8	-1	1	-15	2
26	COCC(C)NC(=O)NC1(C(F)(F)F)Oc2ccc(Cl)cc2O1 (stereo not drawn)	20	1	2	2.3	-18	1	3	-1

The list goes on.
#	SMILES	SENP8 block	ATG4B inh	SENP1 inh	MPTP block	PfG6PD inh	hIAP act	SENP6 inh	NR3A LBD binder
31	O=C(Nc1cc(Cl)cc(Cl)c1)C(c1ccccc1)N1CCCCC1 (stereo not drawn)	12	-3	0	83*	-9	1.1	11	-8
32	O=C(c1cccn2c(=O)c3cc(Cl)ccc3nc12)N1CCN(Cc2ccc3c(c2)OCO3)CC1	-354	7	-24	-0.2	-5	1.1	-10	-3
33	CCn1c(=O)c(C(=O)NNC(=O)c2cccc(Cl)c2)c(O)c2ccccc21	-6	-4	3	5.4	-12	1.1	0	-12
34	COc1ccc(S(=O)(=O)N(C)CC(=O)Nc2ccc3c(c2)OCO3)cc1	-3	-5	0	-1.1	-10	1.1	7	-1
35	COCC(=O)Nc1nc(-c2ccccc2)c(C)s1	18	-1	1	-1.3	23	0.86	8	0
36	COc1ccc(S(=O)(=O)N2CCC(C(=O)N[C@@H](C)C(=O)NCc3ccccc3OC)CC2)cc1	7	-4	1	-0.3	5	1.2	7	1
37	Cn1nc(C(F)(F)F)c2cc(C(=O)N3CCOCC3)sc21	0	-1	3	0.0	-14	0.94	-10	-1
38	Cc1ccn2c(=O)c(C(=O)O)cnc2c1	-460	-10	0	0.9	-6	1.3	10	4
39	O=C(NCc1ccco1)c1sc2cccc(F)c2c1Cl	0	6	-5	0.0	-2	1	1	-1
40	O=C(N/N=C/c1cccnc1)c1cc2ccccc2o1	24	-1	1	-0.2	-9	1.1	-14	-3
41	CCCOc1ccc(C2=CSC3=NCCN23)cc1Cl	1	1	3	-0.2	5	1.6	-22	-2
42	Cc1oc(-c2ccccc2Cl)nc1CSCC(=O)N1CCCC1	12	-1	1	1.3	11	1.1	-19	-1
43	O=C(Cc1ccccc1)NC1CCN(Cc2ccccc2)CC1	7	9	-1	0.3	-9	1.1	-18	-5
44	COc1cc(CC2COC(=O)C2(O)Cc2ccc(O)c(OC)c2)ccc1O (stereo not drawn)	12	-7	-5	12	9	0.86	8	1
45	CC(C)C(=O)Nc1ccc(C(=O)N2CCCCCC2)cc1	21	-6	-1	1.3	7	0.93	4	3

Values by screen from above:
Nos. 15–19 in SENP8 block: 22, 16, 15, -485, 20
Nos. 15–19 in SENP6 inh: -9, -7, 17, 37, -9

The listing continues:
#	SMILES	SENP8 block	ATG4B inh	SENP1 inh	MPTP block	PfG6PD inh	hIAP act	SENP6 inh	NR3A LBD binder
46	CCc1ccc(S(=O)(=O)Nc2cc3c(cc2N2CCCCC2)n(C)c(=O)c(=O)n3C)cc1	-27	-14	2	-1.1	32	1.2	2	-3
47	O=C(CSc1nnc(-c2cccnc2)n1Cc1ccco1)Nc1cccc(O)c1	11	0	-1	-2.5	-9	0.93	-8	0
48	Cc1ncoc1C(=O)Nc1ncc([N+](=O)[O-])s1	21	-6	-36	-0.7	12	1	95*	2
49	Cc1nn(CC(=O)Nc2sc3c(c2C#N)CCC(C(C)(C)C)C3)c(C)c1[N+](=O)[O-] (stereo not drawn)	16	2	3	81*	20	0.99	3	14*
50	COc1cccc(NC(=O)c2cc(-c3ccccn3)nc3ccccc23)c1	4	-8	0	0.2	14	0.96	1	-9
51	N#C/C(=C/c1cn(-c2ccccc2)nc1-c1cccc(OCc2ccccc2)c1)C(=O)NCCCn1ccnc1	-164	-20	-1	-0.4	4	0.9	-7	-2
52	CCC(=O)c1ccc(N2CCN(S(=O)(=O)c3ccccc3)CC2)c(F)c1	-1	-6	-2	-0.6	11	0.9	5	2
53	Nc1[nH]ncc1N=Nc1ccc(Cl)cc1	48*	-11	0	1.8	20	1.4	-43	5
54	COc1cc(/C=C2/SC(=O)N(Cc3ccccc3)C2=O)ccc1OCc1ccncc1	-109	3	-2	27	18	0.82	6	-4
55	CS(=O)(=O)N1CCC(C(=O)N2CCC(Cc3ccccc3)CC2)CC1	9	-6	0	1.3	-9	0.81	-7	1
56	O=C(CCc1nc2ccccc2c(=O)[nH]1)N1CCN(c2ccc(F)cc2)CC1	0	-4	-3	-1.2	-12	0.92	-29	1
57	CCN(CC)S(=O)(=O)c1ccc(Cc2ncc(C(F)(F)F)cc2Cl)s1	29	-7	2	0.0	14	1.1	-16	-1
58	c1ccc(COc2ncnc3c2ncn3CCCNC2CCN(Cc3ccccc3)CC2)cc1	-4	.	0	1.4	2	.	.	.
59	CC(C)c1ccc(-c2nnn(CCC(=O)O)n2)cc1	19	0	4	-0.1	-7	1	59*	2
60	Clc1cccc(NCc2nnc(SCc3ccccc3Cl)o2)c1	18	25	-1	0.1	29	0.86	-8	-5

The results go on:
#	SMILES	SENP8 block	ATG4B inh	SENP1 inh	MPTP block	PfG6PD inh	hIAP act	SENP6 inh	NR3A LBD binder
61	CCn1nnnc1NC(=O)c1ccc2ccccc2c1	-9	6	0	1.1	2	1.1	4	0
62	CC(C)CCn1c(O)c(N=NC(=O)Cn2ccc(C(F)(F)F)n2)c2ccccc21	29	8	2	5.4	2	0.97	-7	-10
63	COc1cc(O)oc1C=Nc1ccccc1	-2	-14	0	-1.0	18	0.81	5	2
64	CSc1nccc(NC(=O)c2cccc(Br)c2)n1	17	3	1	12	4	1.1	-34	6
65	CSC(=N/N=C(\N)c1cnccn1)SC	20	-4	3	-0.7	-8	0.97	-3	0
66	CCOc1ccc(CCNC(=O)CCc2nc(-c3ccc(C)cc3)no2)cc1OCC	14	4	-1	1.5	-13	1.3	-8	-3
67	Cc1ccc(/C=N/NS(=O)(=O)c2ccccc2)o1	17	2	0	12	-17	0.96	1	21*
68	O=C1CS/C(=N/N=C/c2ccco2)N1Cc1ccc(F)cc1	12	0	3	0.4	5	0.98	-2	1
69	FC(F)(F)c1cc(Nc2ccccc2)nc(-c2ccccn2)n1	11	-5	1	1.7	18	1.1	-12	0
70	Cn1c(=O)n(-c2ccc(Cl)cc2)c(=O)c2c3c(sc21)COC(C)(C)C3	9	-3	2	2.1	-8	0.93	11	1
71	Cc1c(C2(c3c(C)n(C)n(-c4ccccc4)c3=O)C(=O)Nc3ccc(F)cc32)c(=O)n(-c2ccccc2)n1C	18	-2	1	0.7	14	1.2	-1	-6
72	COc1ccc(CN2CC34C=CC(O3)C(C(=O)O)C4C2=O)cc1 (stereo not drawn)	13	-2	1	-1.2	6	1.2	-11	-1
73	CCCCCCC[C@@H](C/C=C/CCC(=O)O)OC	3	-11	-1	1.7	-9	0.9	-11	2
